APOBEC3G inh – blocks human APOBEC3G single-stranded DNA deamination | inhibition, % at 20 µM | hit rate 0.28% among 330,000 | Q9HC16 | AID 493012 | recombinant A3G, ssDNA deamination FAM/TAMRA fluorescence;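 active means inhibition of at least 40% at 20 µM, with no more than 30% in the related APOBEC3A deaminase screen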;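 further: plate controls were DMSO wells with A3G for no effect and wells lacking A3G enzyme for full effect; some compounds called inactive have numbers as strong as hits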
Target sequence (Q9HC16 whole entry, looked up): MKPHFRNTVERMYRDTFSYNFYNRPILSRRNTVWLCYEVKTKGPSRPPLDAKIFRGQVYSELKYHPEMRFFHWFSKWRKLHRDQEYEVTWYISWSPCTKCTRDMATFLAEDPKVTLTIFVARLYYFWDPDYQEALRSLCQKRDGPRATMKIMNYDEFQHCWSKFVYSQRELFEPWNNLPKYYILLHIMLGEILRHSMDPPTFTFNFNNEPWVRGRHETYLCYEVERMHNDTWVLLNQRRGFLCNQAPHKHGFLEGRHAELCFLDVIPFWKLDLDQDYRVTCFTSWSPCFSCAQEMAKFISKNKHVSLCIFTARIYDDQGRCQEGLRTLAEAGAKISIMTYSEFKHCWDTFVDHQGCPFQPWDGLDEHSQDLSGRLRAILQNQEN
CXCR6 inh – CXCR6 (human) receptor inhibition | CHO-K1 PathHunter CXCR6 beta-arrestin, luminescence | inhibition, % at 20 µM | hit rate 0.36% among 360,000 | O00574; in the data active means inhibition above about 34%, passing the limit was not always enough;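 further: antagonist mode with CXCL16 agonist at 10 nM final; 0% = 10 nM CXCL16 with DMSO and 100% = unstimulated wells without agonist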
Target sequence (O00574 whole entry, looked up): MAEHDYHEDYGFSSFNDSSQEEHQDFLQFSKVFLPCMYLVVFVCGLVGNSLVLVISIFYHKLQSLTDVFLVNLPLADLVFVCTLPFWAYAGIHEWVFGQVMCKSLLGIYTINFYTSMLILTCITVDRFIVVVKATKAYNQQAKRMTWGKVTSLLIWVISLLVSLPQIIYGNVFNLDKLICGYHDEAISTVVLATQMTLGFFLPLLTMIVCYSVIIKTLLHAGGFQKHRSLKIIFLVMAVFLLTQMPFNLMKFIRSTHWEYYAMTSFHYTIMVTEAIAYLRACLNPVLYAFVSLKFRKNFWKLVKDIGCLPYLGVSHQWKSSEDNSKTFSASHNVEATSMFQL
EBI2 antag – blocks human EBI2 receptor beta-arrestin signaling | P32249 | hit rate 0.81% among 360,000 | inhibition, % at 5 µM | AID 651636 | EBI2 beta-arrestin recruitment, luminescence, 7a,25-OHC stimulated; in the data active means inhibition above about 38%;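 further: enzyme fragment complementation signal reports receptor beta-arrestin coupling in cells; 0% = agonist plus DMSO wells and 100% = wells without agonist; some results beyond the cut were filed as inactive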
NR3A LBD binder – modulators (binders) of human NR3A ligand-binding domain | NR3A LBD differential scanning fluorimetry, Tm shift; 0% = protein alone, 100% = glycine-bound protein | Tm shift relative to glycine control, % at 25 µM | hit rate 2.5% among 340,000;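 active means melting temperature shift of at least 10% of the positive control shift, at one fixed dose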
Gli-Sufu block – Gli-Sufu pathway antagonism | inhibition, % at 5 µM | hit rate 0.74% among 340,000 | AID 588413 | Sufu-KO-LIGHT fibroblasts, Gli luciferase reporter luminescence;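 active means inhibition above about 55%, limit read from the data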;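 further: 0% = DMSO-treated cells and 100% = wells with medium but no cells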
APOBEC3A inh – human APOBEC3A DNA deaminase inhibition; recombinant A3A, FAM/TAMRA ssDNA deamination fluorescence; inhibition, % at 20 µM; hit rate 0.41% among 330,000; AID 493011;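 active means at least 40% inhibition at 20 µM here, with at most 30% in a related deaminase screen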;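 further: plate controls were A3A with DMSO for no effect and wells lacking A3A enzyme for full effect; some results filed as inactive read as strong as hits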
MPTP inh – inhibitors of mitochondrial permeability transition pore. AID 602449. inhibition, % at 10 µM. isolated mouse mitochondria, Ca2+ swelling absorbance, 30 min. hit rate 1.4% among 360,000;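 active means inhibition of 50% or more, scaled per plate between neutral and stimulator controls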;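 further: 0% = DMSO wells given calcium and 100% = 1 mM EGTA wells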
CCR6 antag – antagonists of human CCR6 receptor; inhibition, % at 20 µM; P51684; AID 493098; hit rate 0.49% among 340,000; CHO-K1 CCR6 PathHunter beta-arrestin, luminescence, CCL20-stimulated;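 active means compounds whose inhibition of the agonist-driven luminescence signal at 20 µM reaches about 50%, limit read from the data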;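 further: cells stimulated with CCL20 at 14 nM final; plate controls were DMSO with CCL20 for no effect and DMSO without agonist for full effect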
Target sequence (P51684 whole entry, looked up): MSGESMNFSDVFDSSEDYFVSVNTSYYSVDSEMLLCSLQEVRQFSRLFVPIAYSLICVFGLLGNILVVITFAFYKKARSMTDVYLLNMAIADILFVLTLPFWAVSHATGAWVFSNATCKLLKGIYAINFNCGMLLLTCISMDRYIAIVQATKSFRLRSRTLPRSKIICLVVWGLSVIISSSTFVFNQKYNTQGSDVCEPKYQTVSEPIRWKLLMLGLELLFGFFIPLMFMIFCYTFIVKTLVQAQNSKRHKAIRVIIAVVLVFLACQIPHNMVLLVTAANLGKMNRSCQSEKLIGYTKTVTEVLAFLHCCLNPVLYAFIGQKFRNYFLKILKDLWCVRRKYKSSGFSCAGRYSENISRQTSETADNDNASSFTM
An asterisk follows results filed as active; x = not tested or not shown.

SMILES | APOBEC3G inh | CXCR6 inh | EBI2 antag | NR3A LBD binder | Gli-Sufu block | APOBEC3A inh | MPTP inh | CCR6 antag
CN(c1nc(-c2ccc(Br)cc2)cs1)C1CCS(=O)(=O)C1 (centres undefined) | -2 | -13 | 37 | -15 | -43 | -6 | -3.3 | 6
CCOc1ccc(C(=O)Nc2ccc(S(=O)(=O)N3C[C@@H]4C[C@@H](C3)c3cccc(=O)n3C4)cc2)cc1 | -8 | 12 | 15 | 0 | 20 | -1 | -2.9 | 7
Cc1ccc(CNC(=O)/C=C/c2cccs2)cc1 | -14 | -8 | 19 | 1 | -27 | -4 | 0.0 | 5
CN(Cc1ccon1)Cc1cn(C)nc1-c1ccc2c(c1)OCCO2 | -7 | -1 | -6 | -1 | -4 | -3 | -0.2 | 6
COc1ccc(/C=N/N=C2\SCC(=O)N2c2c(C)n(C)n(-c3ccccc3)c2=O)cc1OC | -7 | 7 | -1 | 1 | -1 | 2 | 2.2 | -4
Cc1ccc(N2C(=O)C(O)(C(F)(F)F)C3=C2CC(C)(C)CC3=O)cc1 (centres undefined) | 1 | -3 | -3 | -3 | -4 | -1 | 1.9 | 10
Cc1ccc(NC2CCCN(C(=O)c3ccc4[nH]ccc4c3)C2)cc1C (centres undefined) | 0 | -9 | 0 | 1 | x | -2 | 6.0 | 8
COc1ccc(N2C(=O)C(Cc3ccccc3)NC2=S)cc1 (centres undefined) | -14 | 0 | -9 | -2 | -15 | -3 | 0.1 | 26
CCN(CC)c1nc(N)nc(N(c2ccccc2)c2ccccc2)n1 | -3 | 6 | 2 | -1 | 4 | -2 | 1.2 | -2
CCC(CO)Oc1cc(NC(=O)c2ccc(Cl)cc2)c2ncn(C(C)C)c2c1 (centres undefined) | -7 | -5 | 23 | 1 | 5 | -4 | 0.0 | 14
CCC(CC)C(=O)Nc1cc(=O)n(C)c(=O)n1C | -9 | -7 | -6 | -2 | 1 | -2 | -0.4 | 2
COc1ccc(C(C)=O)cc1CN1C(=O)NC2(CCCCCCC2)C1=O | -3 | -7 | -9 | -2 | 1 | 5 | -0.7 | 10
CCOc1ccc(C(=O)NCCN2CCCCC2)c(OCC)c1 | -1 | 0 | 6 | -2 | 5 | -4 | 1.3 | -7
Cc1ccc2[nH]c(=O)c(CN(Cc3cccs3)Cc3nnnn3Cc3ccccc3)cc2c1 | -5 | -4 | -1 | -5 | 1 | -2 | 3.7 | 12
COc1cc(C(=O)OCC(=O)N2CCCC2)cc2c1OCCO2 | -6 | -6 | -8 | 3 | 25 | -4 | 0.8 | 6
COC(=O)c1c(C)oc2c1cc(NS(=O)(=O)c1ccc(C(=O)O)cc1)c1ccccc12 | -7 | -12 | 0 | -10 | 5 | -4 | 3.3 | 11
CN(C(=O)c1cccc(NC(=O)Cc2cccc(NC(=O)C3CCCN(C(=O)C4CCC4)C3)c2)c1)C1CCC1 (centres undefined) | x | -1 | -1 | -2 | 0 | x | -0.6 | 8
CC(C(=O)NC1CCCc2ccccc21)N1CCN(c2ccc(F)cc2)CC1 (centres undefined) | x | 3 | -3 | -2 | 9 | x | 0.8 | 10
O=C1CC(N2CCC(c3nc4ccccc4o3)CC2)C(=O)N1 (centres undefined) | -2 | -5 | -2 | -4 | 1 | 4 | 0.8 | 2
Cc1ccccc1OCCOc1ccc([N+](=O)[O-])cc1/C=N/n1cnnc1 | -2 | 0 | -6 | 0 | -4 | 1 | 3.3 | 9
Cc1ccc2cc(/C=C/C(=O)c3ccco3)c(Cl)nc2c1 | -8 | 3 | 9 | -2 | -40 | -1 | 3.9 | 16
O=C(Nc1ccc(S(=O)(=O)Nc2ncccn2)cc1)c1ccccc1Br | -5 | 0 | 2 | -2 | 15 | -9 | 0.1 | -8
Cc1ccc2c(c1)sc(-c1ccc(N(C)C)cc1)[n+]2C | -5 | -4 | -4 | -5 | 56* | -1 | 2.8 | 16
CC1CCCN(C(=O)COc2ccc(NC(=O)c3cccs3)cc2)C1 (centres undefined) | 1 | -12 | 4 | 1 | 1 | 4 | 0.1 | 11
O=c1cc(-c2ccco2)nc(SCc2cccc(Cl)c2)[nH]1 | 7 | -2 | -9 | 2 | 11 | 1 | 0.6 | 0
Cn1c(SCc2ccccc2)nnc1-c1cnccn1 | -2 | -7 | -5 | -3 | -26 | 5 | -1.3 | -17
CCOCCc1nnc(NC(=O)CN2C(=O)c3ccccc3C2=O)s1 | 5 | -6 | -24 | 0 | -2 | -4 | 0.5 | 1
CCn1cnc2cc(NCc3nc4ccccc4n3Cc3ccccc3)ccc21 | 0 | -1 | -4 | -4 | 18 | -2 | -0.6 | 10
CC1CCN(C(=O)Cn2nnc(-c3ccc(N)cc3)n2)CC1 | -4 | 0 | -21 | -1 | -18 | -2 | -0.1 | -18
O=C(NNC(=O)c1cc(-c2ccccc2Cl)nc2ccccc12)c1csc(N2CCOCC2)n1 | 2 | 6 | -1 | -3 | -7 | 1 | 0.5 | 15
O=C(O)C1CCCCC1C(=O)N1CC=C(c2ccccc2)CC1 (centres undefined) | -4 | -7 | 0 | 0 | 14 | -2 | 74* | -14
COc1cc(/C=C/C(=O)OCC(=O)N2CCCc3ccccc32)ccc1OC(F)F | -2 | -8 | 12 | 2 | 0 | 1 | -1.9 | 10
Cc1ccc(N=C2NC(=O)/C(=C/C=C/c3ccco3)S2)cc1C | 63 | 12 | 20 | 9 | -6 | 78 | 8.2 | 19
CCOc1cc(C2NC(=O)NC(c3ccccc3)=C2C(C)=O)ccc1OCC(N)=O (centres undefined) | -6 | -3 | -2 | 0 | 2 | -1 | 2.0 | -8
CCOc1ccc2nc(NC(=O)C3CCCO3)sc2c1 (centres undefined) | -5 | -3 | -5 | 0 | -75 | 2 | 0.2 | 1
CCCNC(=S)NCCN1CCCCC1 | 1 | -7 | -11 | 2 | 3 | -1 | -0.4 | -6
Cc1ccc(N=Cc2c(O)c3ccccc3oc2=O)cc1F | -5 | 4 | -8 | 1 | 17 | 2 | -0.6 | 0
CC(C)CC1Nc2ccc(C(=O)NCCCN3CCOCC3)cc2NC1=O (centres undefined) | -6 | 2 | -7 | 0 | -9 | -3 | 0.5 | 6
COc1ccc(S(=O)(=O)N2CCOC2CNC(=O)C(=O)NCc2cccnc2)cc1C (centres undefined) | 1 | 6 | -3 | 2 | -5 | 2 | 0.1 | 7
CCc1ccc(N2CC34C=CC(O3)C(C(=O)OC)C4C2=O)cc1 (centres undefined) | 2 | -9 | -3 | 3 | -5 | 1 | -0.8 | -6
COc1ccc(-c2nc(NC(C)=O)sc2-c2ccc(OC)cc2)cc1 | -13 | 9 | 26 | -32 | 5 | 0 | 18 | 6
CCOC(=O)c1oc2ccc(Br)cc2c1CSc1nnc(C)s1 | -5 | 0 | 17 | 0 | 1 | -6 | 0.6 | 11
CCn1c(C)[n+](CC(O)COCC2CC=CCC2)c2ccccc21 (centres undefined) | 29 | 6 | 6 | -1 | 21 | 66* | -1.2 | 0
Cc1ccc(NC2=C(Cl)C(=O)OC2NC(=O)c2ccccc2)cc1 (centres undefined) | -2 | -2 | -14 | -1 | 5 | -1 | 1.3 | -8
Cc1ccc(C(=O)NC(=S)Nc2ccc(N3CCOCC3)cc2)cc1 | -6 | 6 | 20 | -1 | -34 | -4 | 0.8 | -4
Cc1[nH]c(=O)[nH]c1C(=O)CCCCC(=O)O | -7 | -3 | -10 | -4 | -2 | -4 | -0.7 | 10
N#Cc1cccc(N=Cc2c(O)ccc3ccccc23)c1 | 17 | -3 | -5 | 1 | -2 | 3 | -0.8 | 21
CC1Cc2c([nH]c3ccccc23)C(=O)N1 (centres undefined) | 0 | -14 | -13 | 0 | -13 | -2 | -0.3 | -4
N#Cc1c2n(c3c(=O)n(Cc4ccccc4Cl)cnc13)CCCC2 | -11 | 9 | -1 | 2 | 9 | -6 | -1.0 | 10
COc1ccccc1/C(C)=N/NC(=O)c1nnn(-c2nonc2N)c1C(C)C | -5 | 9 | 2 | -3 | -21 | -4 | -1.2 | 7

(next part)
SMILES | APOBEC3G inh | CXCR6 inh | EBI2 antag | NR3A LBD binder | Gli-Sufu block | APOBEC3A inh | MPTP inh | CCR6 antag
O=C(Cc1cccc([N+](=O)[O-])c1)Nc1cccc(C(=O)N2CCCC2)c1 | -8 | -3 | -17 | 2 | -2 | -3 | 0.8 | 1
CCOc1ccc(S(=O)(=O)Nc2ccc(C(=O)NCC(c3ccco3)N(C)C)cc2)cc1 (centres undefined) | -2 | 3 | 3 | 1 | 8 | 1 | 0.6 | -11
COc1ccc2[nH]c3c(c2c1)CCN1C(=O)C(CC(=O)NCCc2ccccn2)C[C@H](C(=O)N(C(C)C)C(C)C)[C@@]31C (some centres undefined) | 1 | -2 | -5 | 3 | 4 | 2 | -0.7 | 6
CCOC(=O)C1=C(C)N(C)C(=S)NC1c1cccc(Cl)c1Cl (centres undefined) | -8 | 4 | -3 | -2 | -3 | -3 | 2.3 | 18
Cc1ccc2nc(S(=O)(=O)O)[nH]c2c1 | 0 | -7 | -4 | -2 | -10 | 8 | -4.9 | -12
Cc1cc2c(cc1C)CSC(c1ccc(O)cc1)SC2 | -3 | 10 | -7 | 8 | -2 | -2 | 1.9 | 11
CC(=O)Nc1ccc(S(=O)(=O)N2CCN(S(=O)(=O)N3CCCCC3)CC2)cc1 | -5 | 4 | 8 | 0 | 0 | -2 | -0.9 | -5
CC(C)[C@H](NC(=O)[C@@H]1CSC2c3ccccc3C(=O)N21)C(=O)NCc1ccco1 (some centres undefined) | 1 | -11 | 8 | -1 | 1 | 0 | 0.0 | 7
CS(=O)(=O)N(CC(=O)N1CCCC1)Cc1ccc(Cl)c(Cl)c1 | -6 | 4 | 2 | 2 | 6 | -3 | 0.1 | -11
CCOC(=O)C(NC(C)=O)C(=O)Nc1c(C)cccc1C (centres undefined) | -2 | 0 | -3 | -2 | 0 | 2 | 1.2 | 15

Random excerpt: five entries already listed.
SMILES | APOBEC3G inh | CXCR6 inh | EBI2 antag | NR3A LBD binder | Gli-Sufu block | APOBEC3A inh | MPTP inh | CCR6 antag
CS(=O)(=O)N(CC(=O)N1CCCC1)Cc1ccc(Cl)c(Cl)c1 | -6 | 4 | 2 | 2 | 6 | -3 | 0.1 | -11
O=C(Cc1cccc([N+](=O)[O-])c1)Nc1cccc(C(=O)N2CCCC2)c1 | -8 | -3 | -17 | 2 | -2 | -3 | 0.8 | 1
Cc1ccc2nc(S(=O)(=O)O)[nH]c2c1 | 0 | -7 | -4 | -2 | -10 | 8 | -4.9 | -12
CCOC(=O)C(NC(C)=O)C(=O)Nc1c(C)cccc1C (centres undefined) | -2 | 0 | -3 | -2 | 0 | 2 | 1.2 | 15
CC(C)[C@H](NC(=O)[C@@H]1CSC2c3ccccc3C(=O)N21)C(=O)NCc1ccco1 (some centres undefined) | 1 | -11 | 8 | -1 | 1 | 0 | 0.0 | 7

Other records follow:
SMILES | APOBEC3G inh | CXCR6 inh | EBI2 antag | NR3A LBD binder | Gli-Sufu block | APOBEC3A inh | MPTP inh | CCR6 antag
O=C1/C(=C/c2cccc(Cl)c2)SC(=S)N1CCC(=O)N1CCCCC1CCO (centres undefined) | -3 | -4 | 6 | 0 | -4 | -1 | 0.0 | 18
Cc1c(S(=O)(=O)Nc2ccc3c(c2)OCCO3)cnn1C | -7 | 1 | -6 | 0 | 4 | -4 | -1.2 | 7
COC(=O)C1=C[C@@H](C(=O)OC)C2C3=C(C(=O)C24CCCCC4)[C@H](C)n2c(=O)n(-c4ccccc4)c(=O)n2[C@@H]3C1 (some centres undefined) | -10 | -1 | -16 | 0 | 0 | -6 | -1.8 | 1
CC1(C)NC(=O)N(CC(O)Cn2c3ccccc3c3ccccc32)C1=O (centres undefined) | -4 | -4 | 3 | 0 | 6 | -1 | -0.2 | 4
CC(=O)C1=C(O)CC(C)(C)CC1=NCc1nc2ccccc2[nH]1 | -12 | 2 | 1 | -2 | -8 | -1 | 0.7 | -11
Cc1ccc2c(c1)C1(OCCCO1)C(=O)N2CC#N | 0 | -4 | -7 | 0 | 2 | -8 | 0.0 | 6
O=C(N/N=C/c1ccco1)c1cc(C2CC2)[nH]n1 | -15 | 2 | -6 | 2 | -21 | -2 | 3.2 | 8
O=C(NCCc1ccccc1)Nc1ccc2c(c1)OCO2 | 2 | 5 | -7 | -41 | -90 | -1 | 2.6 | -7

High-throughput results (PubChem BioAssay)
